Source: PubChem (several laboratories)
AGP1-GFP MLPCN = modulators of TOR pathway AGP1-GFP in S. cerevisiae | 320,000 compounds, 0.02% hits | GFP response vs DMSO, % at 10 µM | S. cerevisiae AGP1-GFP multiplex flow cytometry, 3 h; GFP as percent of DMSO wells;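 active means GFP response relative to DMSO above a set limit, near screen average plus 3 SD, cut at about 150% in these data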;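 further: median GFP channel fluorescence of the gated AGP1 strain per well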
CIT2-GFP yeast = modulators of TOR pathway CIT2-GFP in S. cerevisiae; S. cerevisiae CIT2-GFP strain, flow cytometry, 3 h; 100 means same as DMSO wells; GFP response vs DMSO, % at 10 µM; 320,000 compounds, 0.065% hits;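 active means GFP response relative to DMSO above a set limit, near the screen mean plus 3 SD, cut at about 150% in these data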;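 further: ratio of well median GFP fluorescence to mean of DMSO wells on the plate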
procasp3 activ = activators of human procaspase-3; activation, % at 8.5 µM; AID 463141; recombinant procaspase-3 D3A, Ac-DEVD-pNA absorbance 405 nm; 330,000 compounds, 0.11% hits;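 active means activation above the mean of all tested compounds plus 3 SD, cut at about 21% in these data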;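 further: 0% = DMSO alone and 100% = DMSO wells spiked with extra 5 µM PC-3 D3A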
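Assay system: Autoprocessing-dead procaspase-3 D3A mutant enzyme; also added: Ac-DEVD-pNA; doses: one concentration, 8.5 µM nominal, 0.8% DMSO; times: 1 h compound preincubation, 2 h substrate hydrolysis at 25 °C; technique: 405 nm absorbance of p-nitroaniline, reads at 0 and 120 min; measure: % activation between DMSO and enzyme-spiked controls; repeats: single replicate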
MEP2-GFP yeast = modulators of TOR pathway MEP2-GFP in S. cerevisiae; S. cerevisiae MEP2-GFP strain, flow cytometry GFP, 3 h; 100% = DMSO control level; GFP response vs DMSO, % at 10 µM; 330,000 compounds, 0.51% hits; AID 2016;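 active means GFP response versus DMSO above a set limit, roughly screen mean plus 3 SD, cut at about 180% in these data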;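 further: median GFP fluorescence of the barcode-gated MEP2-GFP cells per well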
procasp7 counter = counter-screen for procaspase-3 activators: activators of human procaspase-7. 330,000 compounds, 0.093% hits. recombinant procaspase-7, Ac-DEVD-pNA absorbance 405 nm; D23A/D198A/D206A triple mutant, cannot self-cleave; scale: DMSO 0, 5 µM enzyme 100. activation, % at 8.5 µM. P55210. AID 463210;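 active means percent activation above the screen-wide mean plus 3 SD, cut at about 25% in these data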
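System: Procaspase-7 triple mutant (PC-7 D3A); measure: % activation from two-timepoint absorbance difference, scaled to controls; times: 1 h compound preincubation, 2 h substrate cleavage, 25 °C; also added: Ac-DEVD-pNA substrate, 400 µM as added; measured by: Epi-absorbance of released pNA at 405 nm, two timepoints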
AHR act = activators of human aryl hydrocarbon receptor | P35869 | AHR-responsive luciferase reporter cells, luminescence | activation, % at 5 µM | 320,000 compounds, 2.5% hits | AID 2796; in the data active means activation above about 47%;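 further: 0% = vehicle wells and 100% = reference agonist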
Target sequence (P35869 whole entry, looked up): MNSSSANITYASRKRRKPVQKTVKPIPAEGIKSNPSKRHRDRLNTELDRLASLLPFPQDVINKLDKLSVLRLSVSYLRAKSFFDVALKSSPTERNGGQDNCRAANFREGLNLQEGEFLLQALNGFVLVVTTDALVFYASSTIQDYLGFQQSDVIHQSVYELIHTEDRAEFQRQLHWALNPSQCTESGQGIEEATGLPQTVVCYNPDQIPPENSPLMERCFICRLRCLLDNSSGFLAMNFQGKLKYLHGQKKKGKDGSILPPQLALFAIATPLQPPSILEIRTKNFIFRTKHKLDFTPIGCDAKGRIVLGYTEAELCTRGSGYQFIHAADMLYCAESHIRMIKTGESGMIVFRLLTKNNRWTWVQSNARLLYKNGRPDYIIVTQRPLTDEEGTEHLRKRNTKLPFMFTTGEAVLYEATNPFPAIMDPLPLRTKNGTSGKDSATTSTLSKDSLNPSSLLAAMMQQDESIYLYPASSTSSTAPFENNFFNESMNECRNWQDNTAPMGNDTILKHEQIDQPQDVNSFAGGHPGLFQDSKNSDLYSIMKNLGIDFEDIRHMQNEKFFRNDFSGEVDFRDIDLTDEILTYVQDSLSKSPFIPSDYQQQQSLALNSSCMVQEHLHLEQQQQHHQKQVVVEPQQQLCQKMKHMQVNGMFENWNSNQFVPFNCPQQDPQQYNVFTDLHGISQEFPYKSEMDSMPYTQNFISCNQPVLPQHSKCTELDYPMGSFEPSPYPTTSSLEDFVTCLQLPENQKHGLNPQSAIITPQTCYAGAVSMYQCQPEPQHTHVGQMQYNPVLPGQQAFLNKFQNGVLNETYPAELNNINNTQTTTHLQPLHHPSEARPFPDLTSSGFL
RPL19A TOR yeast = alters RPL19A-GFP fluorescence in TOR pathway yeast screen; S. cerevisiae RPL19A-GFP strain, flow cytometry, 3 h; active compounds read low; AID 2025; percent response vs DMSO, % at 10 µM; 330,000 compounds, 0.3% hits;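 active means percent response vs DMSO below 50%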;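 further: median channel GFP fluorescence of the barcoded RPL19A-GFP strain; ratio of sample median GFP to plate DMSO average so 100% = DMSO; lower means less RPL19A-GFP as with rapamycin TOR inhibition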
LAP4-GFP MLPCN = alters LAP4-GFP fluorescence in TOR pathway yeast screen. S. cerevisiae LAP4-GFP multiplex, flow cytometry GFP, 3 h; median GFP as percent of DMSO wells. GFP response vs DMSO, % at 10 µM. 320,000 compounds, 0.34% hits. AID 2023;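 active means GFP response vs DMSO above a set limit, about the screen mean plus 3 SD, cut at about 150% in these data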
* hit, by the source's call; x = no result given. Rows were taken by chance, and some 3.5% of all compounds hit somewhere here.

SMILES	AGP1-GFP MLPCN	CIT2-GFP yeast	procasp3 activ	MEP2-GFP yeast	procasp7 counter	AHR act	RPL19A TOR yeast	LAP4-GFP MLPCN
CC(C)c1nc(-c2ccccc2)c(-c2ccccc2)[nH]1	101	112	11	100	-11	2	99	92
CC(NC(=O)c1cc(Br)ccc1Cl)c1ccccc1 (stereo unspecified)	96	86	-4	93	0	4	98	101
COc1ccc(NC(=O)Nc2nc3ccccc3s2)cc1	105	93	8	102	-2	35	98	119
O=C(CCCn1c(=O)[nH]c2ccccc2c1=O)NC1CCCCCC1	114	113	2	109	-6	3	106	111
COC(=O)C(Cc1ccccc1)NCC(=O)Nc1cccc(Cl)c1C (stereo unspecified)	99	105	5	100	13	1	101	90
O=c1[nH]c(C(Cl)Cl)nc2sc3c(c12)CCN(Cc1ccccc1)C3	93	92	-11	95	-6	2	92	96
CC1CCC(NC(=O)C2CC(=O)N(c3ccc4c(c3)OCCO4)C2)CC1 (stereo unspecified)	103	94	7	101	-4	0	97	109
Cc1nc2c(C)cccc2c2c1CCN2c1ccccc1F	103	92	0	93	4	4	92	112
Cc1cc(C)n(-c2cc(Cl)ccc2[N+](=O)[O-])n1	106	108	3	110	-3	3	105	88
Cc1nonc1CC(=O)NC1CC(C)(C)Cc2c1cnn2-c1ccc(F)cc1 (stereo unspecified)	93	94	-4	88	10	3	93	87
O=C1C(Cl)=C(NCC2CCCO2)C(=O)N1C1CCCCC1 (stereo unspecified)	107	104	-6	99	-6	0	98	96
Cn1nc(-c2ccccn2)nc2c(=O)n(C)c(=O)nc1-2	106	98	-11	93	-15	-14	95	100
CN=C(Nc1ccc(C(=O)OC)s1)c1ccc(Cl)cc1	111	108	7	114	4	1	108	116
Cc1ccc(C(=O)NCC(=O)Nc2ccc3c(c2)OCCO3)cc1	110	98	-4	103	8	7	106	113
CCC(=O)NC(Nc1nc(C)cs1)(C(=O)OC)C(F)(F)F (stereo unspecified)	104	102	3	104	-4	-2	109	96
Cc1cc([N+](=O)[O-])cnc1Sc1nccn1C	96	102	3	100	-12	3	102	88
O=C(C[n+]1cc(-c2ccc(Cl)cc2)n2c1CCC2)Nc1nc(-c2ccc(F)cc2)cs1	103	98	-3	100	-2	2	94	105
CC(C)Cn1c(N)c(C(=O)COC(=O)c2cc3ccccc3cc2O)c(=O)n(C)c1=O	103	107	-13	102	9	11	98	105
CCOc1nc(NC(=O)NS(=O)(=O)c2cccc(Cl)c2)nc(-c2ccccc2)n1	90	93	-2	110	-2	16	99	85
CC1(C)Cc2nc3sc4c(OCc5ccccc5)ncnc4c3cc2CO1	103	100	-5	108	2	14	99	106
CCCCOC(=O)CCn1[nH]c(=O)c2ccccc2c1=O	104	106	-1	103	2	-2	101	98
COC(=O)c1[nH]c2ccccc2c1NC(=O)CN1CCN(c2cccc(OC)c2)C(C)C1 (stereo unspecified)	93	93	-3	93	3	17	96	103
O=C(CCCc1cccs1)Nc1ccc2c(c1)OCO2	94	82	-4	92	3	4	96	110
CCOc1cc(C2C3=C(CCCC3=O)N(C)C3=C2C(=O)CCC3)cc(Cl)c1O	97	99	-1	100	-6	1	103	96
CC(C)(C)N1OC2CC1c1nc3ccccc3n1C2 (stereo unspecified)	86	96	2	94	0	0	98	126
O=C1CC2(CCCCC2)Oc2ccc(Cl)cc21	97	89	3	99	-12	5	99	89
Cn1nnnc1SCC(=O)c1ccc(Br)s1	101	104	-10	102	-12	44	105	115
OCCOCCNc1ncnc2sc(-c3ccccc3)cc12	100	100	-1	98	7	40	95	91
NC(=O)COC(=O)[C@H](Cc1c[nH]c2ccccc12)NC(=O)c1ccc(F)cc1	92	86	-5	97	-10	0	93	75
Oc1ccccc1CNc1ccc(Br)cn1	93	89	-7	97	4	-1	91	128

Two of these compounds in a different format:
Under each structure – AGP1-GFP MLPCN | CIT2-GFP yeast | procasp3 activ | MEP2-GFP yeast | procasp7 counter | AHR act | RPL19A TOR yeast | LAP4-GFP MLPCN
- COC(=O)c1[nH]c2ccccc2c1NC(=O)CN1CCN(c2cccc(OC)c2)C(C)C1 (stereo unspecified)
 : 93 | 93 | -3 | 93 | 3 | 17 | 96 | 103
- O=C(CCCc1cccs1)Nc1ccc2c(c1)OCO2
 : 94 | 82 | -4 | 92 | 3 | 4 | 96 | 110

New compounds follow:
SMILES	AGP1-GFP MLPCN	CIT2-GFP yeast	procasp3 activ	MEP2-GFP yeast	procasp7 counter	AHR act	RPL19A TOR yeast	LAP4-GFP MLPCN
Cc1noc(NS(=O)(=O)c2ccc(NC(=O)/C=C/c3ccccc3)cc2)c1C	99	89	-7	101	1	0	95	93
Cc1cc(-c2nnc3sc(-c4ccc(Cl)cc4Cl)nn23)n[nH]1	100	109	4	89	7	13	x	97
CN(C)S(=O)(=O)c1cccc(C(=O)NCc2ccco2)c1	99	98	-9	98	-1	-3	98	101
O=C(Cc1cccc2ccccc12)Nc1nc(-c2cccc([N+](=O)[O-])c2)cs1	100	100	-2	103	2	0	108	97
Cc1ccc(-c2csc(C3C(N)=NC(S)=C(C#N)C34CCCCC4)n2)cc1 (stereo unspecified)	101	89	0	130	-4	-1	95	106
NC(=O)c1ccc(-n2nnnc2SCC(=O)Nc2ccc(F)cc2)cc1	97	103	9	109	10	6	103	91
O=C(CN1CCN(c2ncc(C(F)(F)F)cc2Cl)CC1)NCCNc1ncc(C(F)(F)F)cc1Cl	85	90	-5	87	4	1	88	81
COc1cc(OC)c(C2SCCS2)c(OC)c1	96	90	-1	102	8	5	98	103
CCCC(C(=O)NCCC(C)C)N(Cc1ccccc1)C(=O)c1snc(C(N)=O)c1N (stereo unspecified)	98	102	6	102	-3	1	101	88
COc1ccc2[nH]c(=O)c(CN(CCCN(C)C)C(=O)Nc3ccccc3)cc2c1	111	109	-2	106	9	0	103	105
Cc1ccc(C2CC(c3cccs3)=NN2C(=O)CSc2nc(=O)n3ccc(C)cc3n2)cc1 (stereo unspecified)	109	106	-1	126	-17	3	107	118
O=C(CSc1nnnn1C1CCCC1)Nc1ccc(F)cc1	98	91	-3	84	1	1	92	91
Cc1cccc(OCC(=O)N=Nc2c(O)[nH]c3ccc([N+](=O)[O-])cc23)c1	100	100	-4	104	9	25	96	101
O=c1[nH]n2c(=O)c3c([nH]c2c1N=Nc1cccc(Cl)c1)CCCC3	100	99	-8	102	4	2	95	98
O=C(N/N=C/c1ccc2c(c1)OCO2)c1ccc(Cn2cc([N+](=O)[O-])cn2)o1	99	99	-1	105	1	28	103	90
O=C(NNC(=O)c1ccc(=O)[nH]c1)c1ccc(NS(=O)(=O)c2cccs2)cc1	105	97	6	99	-3	0	102	104
Cc1nnc(SCC(=O)Nc2ccc(C(N)=O)cc2)n1-c1ccccc1	92	96	3	108	8	0	94	95
COCCCn1c(=O)/c(=C\c2ccccc2OC(F)F)s/c1=C(/C#N)C(=O)NC(C)C	103	102	-4	116	9	4	98	102
Cc1cccc2c(C(=O)N3CCCCC3)cc(-c3ccccc3)nc12	89	100	4	104	-3	10	98	94
COCCNCC(=O)NC12CC3CC(CC(C3)C1)C2	101	97	6	100	4	0	101	100
Cc1nn(C)c(C)c1C1C(C#N)=C(N)OC2=C1C(=O)CCC2 (stereo unspecified)	107	110	1	112	10	-3	105	103
CCCCn1c(=O)[nH]c(=O)c2c1nc(-c1ccsc1)n2Cc1ccccc1	98	91	-9	100	-5	-2	97	99
Cc1ccc(NC(=O)C(=O)NCCOc2ccc(Cl)cc2)c(C)c1	102	99	-2	106	0	0	99	99
CCN(CC)S(=O)(=O)c1ccc(NC(=O)C2c3ccccc3Oc3ccccc32)cc1	116	102	3	102	4	0	108	106
CC(=O)Nc1ccc(NC(=O)C(C)OC(=O)C2(c3ccc(Cl)cc3)CCCC2)cc1 (stereo unspecified)	96	99	8	103	1	0	101	97
O=C(/C=C/c1ccccc1Cl)N(c1ccccn1)C1CCCCC1	106	108	-4	100	1	6	107	103
COCCNC(=O)CN(C)S(=O)(=O)c1ccc(Br)cc1	102	105	-4	106	12	0	103	96
CCOc1ncccc1C(=O)NCc1ccccc1Cl	94	76	-2	104	3	11	93	118
COc1ccccc1OCC(=O)c1[nH]c(C)c(C(C)=O)c1C	x	89	0	97	-3	-1	91	105
N#CC(C(=O)Nc1cccc(Cl)c1)=C1Nc2ccccc2N1	85	86	3	93	7	5	88	89
O=C(N/N=C/c1ccc(O)c([N+](=O)[O-])c1)c1ccncc1	109	117	-3	109	-2	1	107	95
CC(C)(C)C(=O)NC1(C(F)(F)F)NC(=O)N(c2ccccc2F)C1=O (stereo unspecified)	102	100	1	107	-8	0	101	103
Nc1ncn(C23CC4CC(CC(C4)C2)C3)n1	102	104	5	110	-2	0	97	108
COc1cccc(NC(=O)N2CCCc3ccccc32)c1	93	100	0	97	7	5	99	100
CCc1nc(NCc2ccco2)c2oc3ccccc3c2n1	103	103	-5	107	5	16	97	107

Structures shown so far containing fluorine (10):
SMILES	AGP1-GFP MLPCN	CIT2-GFP yeast	procasp3 activ	MEP2-GFP yeast	procasp7 counter	AHR act	RPL19A TOR yeast	LAP4-GFP MLPCN
Cc1nc2c(C)cccc2c2c1CCN2c1ccccc1F	103	92	0	93	4	4	92	112
Cc1nonc1CC(=O)NC1CC(C)(C)Cc2c1cnn2-c1ccc(F)cc1 (stereo unspecified)	93	94	-4	88	10	3	93	87
CCC(=O)NC(Nc1nc(C)cs1)(C(=O)OC)C(F)(F)F (stereo unspecified)	104	102	3	104	-4	-2	109	96
O=C(C[n+]1cc(-c2ccc(Cl)cc2)n2c1CCC2)Nc1nc(-c2ccc(F)cc2)cs1	103	98	-3	100	-2	2	94	105
NC(=O)COC(=O)[C@H](Cc1c[nH]c2ccccc12)NC(=O)c1ccc(F)cc1	92	86	-5	97	-10	0	93	75
NC(=O)c1ccc(-n2nnnc2SCC(=O)Nc2ccc(F)cc2)cc1	97	103	9	109	10	6	103	91
O=C(CN1CCN(c2ncc(C(F)(F)F)cc2Cl)CC1)NCCNc1ncc(C(F)(F)F)cc1Cl	85	90	-5	87	4	1	88	81
O=C(CSc1nnnn1C1CCCC1)Nc1ccc(F)cc1	98	91	-3	84	1	1	92	91
COCCCn1c(=O)/c(=C\c2ccccc2OC(F)F)s/c1=C(/C#N)C(=O)NC(C)C	103	102	-4	116	9	4	98	102
CC(C)(C)C(=O)NC1(C(F)(F)F)NC(=O)N(c2ccccc2F)C1=O (stereo unspecified)	102	100	1	107	-8	0	101	103
